# Source: PubChem (Broad Institute)
# XiGFP reactiv – activators of inactive X chromosome reactivation, primary screen, imaging, XiGFP fibroblasts, GFP high-content imaging, set 2. XiGFP mouse fibroblasts, % GFP-positive cells imaging, 3 d; cells co-treated with 5-aza-dC sensitizer; scaled so ellipticine positive control = 100%. activation, % at 7.58 µM. 0.055% of 360,000 active. AID 743238, 2013;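 active means mean normalized replicate activation at least 10% and every replicate at or above 10%; inconclusive means only one of the two criteria met; inactive means mean below 10% and not all replicates reach 10%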;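 further: 0% = median of on-plate neutral control wells and 100% = ellipticine 6 µM median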
#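 System: SV40-immortalized XiGFP fibroblast cells, line 68-5-11 / Incubation: 3-day compound exposure, then 15 min fixation at room temperature / Compound: single concentration per compound, delivered by pin transfer / Buffer or medium: DMEM plus 5-aza-dC sensitizer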
# esBAF inh – Bmi1 luciferase reporter increase in mESCs, primary screen, esBAF inhibitor project, mouse ES cells, Bmi1 luciferase knock-in, single point | 24 h; 100% = twice the neutral-well signal | reporter increase, % at 12.5 µM | 2% of 350,000 active | AID 602393, 2012; in the data active means activation above about 40%; inconclusive means no clear call, values can overlap the other calls;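 further: 0% = median of the plate's neutral control wells and 100% = double that signal; a rise in the Bmi1 reporter signal indicates esBAF inhibition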
# ERp5 inh – inhibitors of ERp5-driven insulin aggregation, primary screen, biochemical, turbidity, absorbance 650 nm, single point; Protein disulfide-isomerase A6 (Homo sapiens), Q15084; 90 min; inhibition, % at 9.99 µM; 0.05% of 350,000 active;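 active means mean replicate inhibition above about 25%, with every replicate also reaching it, limit read from the data, passing the limit was not always enough; inconclusive means only one of those two criteria met; inactive means neither criterion met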
# Target sequence (Q15084 whole entry, looked up): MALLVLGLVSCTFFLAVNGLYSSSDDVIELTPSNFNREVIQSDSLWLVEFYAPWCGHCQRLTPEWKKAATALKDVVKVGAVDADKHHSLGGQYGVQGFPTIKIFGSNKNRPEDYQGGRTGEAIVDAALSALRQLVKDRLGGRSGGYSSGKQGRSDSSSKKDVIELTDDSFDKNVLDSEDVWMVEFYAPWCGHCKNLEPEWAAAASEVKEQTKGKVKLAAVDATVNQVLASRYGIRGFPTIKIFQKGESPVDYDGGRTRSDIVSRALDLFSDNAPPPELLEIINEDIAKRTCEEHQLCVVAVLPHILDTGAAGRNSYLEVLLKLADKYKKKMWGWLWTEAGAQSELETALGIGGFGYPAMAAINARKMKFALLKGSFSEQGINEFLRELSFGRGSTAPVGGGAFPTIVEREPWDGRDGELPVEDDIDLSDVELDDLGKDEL
# RAD54 branch – inhibitors of human RAD54 branch migration, primary screen, biochemical, fluorescence, single point. 0.14% of 360,000 active. RAD54 Holliday junction branch migration, FAM/BHQ fluorescence. DNA repair and recombination protein RAD54-like (Homo sapiens), Q92698. AID 602329, 2012. inhibition, % at 10.4 µM;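 active means mean normalized replicate activity at least 40 and at least half of replicates scoring 40 or more; inconclusive means only one of the two criteria met; inactive means mean below 40 and under half of replicates reaching 40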;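 further: 0% = median of neutral control wells and 100% = median of positive control wells; inhibitors cause a drop in the FAM fluorescence signal; in these data hits start at about 50%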
# ERAP1 HTS inh – human ERAP1 aminopeptidase inhibitors, primary screen, biochemical, single point, plate reader; recombinant ERAP1, Leu-AMC fluorescence, 60 min; inhibition, % at 10.7 µM; 0.15% of 340,000 active;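 active means mean replicate inhibition of at least 30%, or all replicates individually reaching that 30% level; inactive means mean below 30% and not every replicate reaching it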;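 further: 0% = neutral control wells and 100% = L-leucinethiol positive control wells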
# E-selectin induc – E-selectin induction in HUVECs, primary screen, imaging, HUVEC, immunofluorescence imaging, single point; P16581; normalized: neutral wells 0, TNF-alpha wells 100; activation, % at 7.58 µM; 0.37% of 260,000 active; AID 686992, 2013;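 active means mean E-selectin-positive cell signal at least 10% of the positive control, reached in at least 60% of replicates, without over 20% cell loss; inconclusive means no rule given, readout overlaps actives, possibly toxicity-flagged; inactive means the rest, including those meeting only one limit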;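 further: in these data hits start at about 27%; measured in HUVEC primary endothelial cells; signal is the percent of cells scored E-selectin positive by PE staining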
#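 Test system – human umbilical vein endothelial cells (HUVEC), E-selectin induction · Input – 3,000 HUVEC seeded per well · Buffer or medium – EGM-2, gelatin · Compound dosing – single-point compound dose · Detection – immunofluorescence imaging · Measure – percent E-selectin-positive cells · Controls – TNF-alpha high, DMSO low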
# S100A4 MyoIIA – inhibitors of S100A4-myosin IIA peptide binding, primary screen, biochemical, fluorescence polarization, TAMRA-MyoIIA peptide. Protein S100-A4 (Homo sapiens), P26447. inhibition, % at 10.7 µM. 0.14% of 360,000 active;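 active means mean inhibition of at least 70% across replicates, with every replicate also reaching that level; inconclusive means mean inhibition reaches 70% but some replicates fall short; inactive means mean inhibition below 70%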
# Target sequence (P26447 whole entry, looked up): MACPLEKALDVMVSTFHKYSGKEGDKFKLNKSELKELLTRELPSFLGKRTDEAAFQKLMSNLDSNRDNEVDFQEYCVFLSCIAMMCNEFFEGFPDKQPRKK
#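 incubation = readout 5 min after mixing, signal stable up to 60 min | system = S100A4 monomer protein | buffer or medium = HEPES pH 7.2 with CaCl2, KCl, NaCl, DTT, Triton | benchmarks = neutral control DMSO, positive control TFP | also added = fluorescent myosin IIA peptide, 5 nM | compound dosing = one concentration per compound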
# RAD52 inh – RAD52 DNA annealing inhibitors, primary screen, biochemical, FRET, single point, set 2. inhibition, % at 18.7 µM. DNA repair protein RAD52 homolog (Homo sapiens), P43351. recombinant RAD52 DNA annealing, FRET fluorescence. AID 651710, 2012. 0.46% of 360,000 active;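 active means every replicate showing at least 50% inhibition; inconclusive means mean inhibition at least 50% but not in every replicate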
# Target sequence (P43351 whole entry, looked up): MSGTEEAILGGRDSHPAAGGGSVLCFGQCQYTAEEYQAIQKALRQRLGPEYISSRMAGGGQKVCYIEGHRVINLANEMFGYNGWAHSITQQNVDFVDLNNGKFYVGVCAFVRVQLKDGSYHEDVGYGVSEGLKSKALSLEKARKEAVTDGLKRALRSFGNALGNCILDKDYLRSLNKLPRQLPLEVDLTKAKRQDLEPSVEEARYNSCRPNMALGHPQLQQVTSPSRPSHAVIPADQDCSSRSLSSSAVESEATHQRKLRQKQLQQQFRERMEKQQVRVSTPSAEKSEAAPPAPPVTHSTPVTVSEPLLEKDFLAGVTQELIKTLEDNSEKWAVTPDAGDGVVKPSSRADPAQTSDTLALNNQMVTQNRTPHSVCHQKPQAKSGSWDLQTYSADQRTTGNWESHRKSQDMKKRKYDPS
# Numbers without * were called inactive; ? = inconclusive; · = no result given; & = joins results of further samples.
# Second line of a record: XiGFP reactiv, esBAF inh, ERp5 inh, RAD54 branch, ERAP1 HTS inh, E-selectin induc, S100A4 MyoIIA, RAD52 inh
O=C(COC(=O)c1ccc(Cl)nc1)NCc1ccco1
 : 0.1, 1, 5, ·, 9, ·, 4, -9
CCc1cc(CNC(=O)c2cc(COc3ccc(C)nc3)on2)on1
 : -0.1, 60*, 1, 5, 2, -0.3, -16, -4
COc1ccc(Cc2nnc(NC(=O)c3cc(OC)cc(OC)c3)s2)cc1
 : 0.0, -8, 3, 3, 1, 0.9, -1, 2
Cc1cc2nnc(SCc3ccc4c(c3)OCO4)n2c2ccccc12
 : -0.1, 0, -4, 5, -2, 0.9, 5, -2
COc1ccc(-c2c(-c3cc(OC)cc(OC)c3)n(C)c3ccc(-c4cnc(OC)nc4)cc23)cc1
 : -0.2, -2, 4, -4, -2, -0.1, -6, 2
CN=c1c([N+](=O)[O-])nn(-c2ccc3c(c2)OCCO3)n1O
 : 0.0, ·, 11, ·, -11, -0.9, -3, 6
COc1ccc(-c2nc(CS(=O)CC(=O)NC3CCCC3)c(C)o2)cc1 (centres undefined)
 : 0.2, ·, 7, ·, 2, 0.6, -4, -2
Nn1c(SCC(=O)Nc2ccc3c(c2)OCCO3)nnc(CCC(=O)O)c1=O
 : 0.0, 2, 3, -1, 3, ·, -24, -7
CN(C)c1cc(NC(=O)CN2CCCC2)c2ccccc2n1
 : 0.1, ·, -6, 78*, -4, ·, 2, 36
CC(C)C(=O)N=C1NC(=O)CS1
 : 0.1, ·, 1, ·, 0, ·, -5, -14
Cc1ccc(C(=O)N2CCN(C/C=C/c3ccccc3)CC2)cc1S(=O)(=O)N1CCOCC1
 : 0.1, 2, -1, -12, 1, -0.6, -7, -17
C[C@H](CO)N1C[C@H](C)[C@@H](CN(C)C(=O)C2CC2)Oc2ncc(C#CC3CCCC3)cc2C1=O
 : -0.5, -6, -5, 15, -1, -0.7, -11, -18
Cn1cccc1/C=C1\SC(=Nc2cccc(O)c2)NC1=O
 : -0.1, ?, -4, -7, 6, ·, -1, -8
C[C@H](CO)N1C[C@H](C)[C@H](CN(C)S(=O)(=O)c2ccccc2)Oc2ccc(NC(=O)Cn3cnnn3)cc2CC1=O
 : 0.1, -2, 12, 11, 3, 0.3, 6, 4
O=C(Nc1cccc(O)c1)c1cccc(S(=O)(=O)Nc2cccc(O)c2)c1
 : 0.0, -18, 3, 7, -4, 0.0, 0, 0
Cc1cccc(NC(=O)CSCC(=O)Nc2nnc(C3CC3)s2)c1
 : 0.4, ·, 4, -6, 3, -0.1, 10, 1
COc1ccc(/C=C/C(=O)OCC(=O)Nc2ccc(Cl)c(S(=O)(=O)N(C)C)c2)cc1OC
 : 0.0, ·, 0, ·, 5, ·, 2, -18
COc1ccc(CC2SC(=Nc3ccc(F)cc3)NC2=O)cc1 (centres undefined)
 : 0.2, ·, -10, ·, -1, ·, 0, -23
COc1ccc(C(=O)CCC(=O)Nc2cc(Cl)c(O)c(Cl)c2)cc1
 : 0.1, 3, 0, -8, -5, 0.0, -2, -37
COc1ccc(CN(C)C[C@@H]2Oc3ccc(NC(=O)Nc4c(C)noc4C)cc3CC(=O)N([C@H](C)CO)C[C@H]2C)cc1
 : 0.1, 3, -6, -6, 1, -0.5, -10, 1
COC(=O)c1ccc(/C=N/Nc2nc(C)c(C)s2)cc1
 : 0.0, ·, -1, 2, ·, ·, -15, -47
Cc1cc2sc3ccc(C#CC4(O)CCCCC4)cc3c(=O)c2cc1C
 : 0.0, -84, 5, -2, 5, 0.8, 0, -20
COc1ccc(-n2sc3ccc(F)cc3c2=O)cc1
 : 0.0, 8, 4, 0, 6, 0.1, 3, -24
Cc1ccc(S(=O)(=O)N(Cc2cccc(C)c2)C(=O)N2CCN(C)CC2)cc1
 : -0.1, -3, -18, 5, -3, 2.8, -3, -8
O=C(O)COc1ccccc1/C=N/NC(=O)CSc1nc2ccccc2n1Cc1ccccc1
 : -0.1, -7, 11, 2, -3, 0.5, -7, -8
COc1cc(CNC2CCCCC2OC)cc(OC)c1 (centres undefined)
 : 0.5, ·, 2, -15, 1, 7.3, -7, -12
CC(Sc1nnc(-c2ccco2)n1N)C(=O)NCc1ccc2c(c1)OCO2 (centres undefined)
 : -0.1, 3, -5, 9, 1, ·, -2, 8
COC(=O)C1=C(C)N(Cc2ccccc2C(F)(F)F)C(=NCc2cccc(C(F)(F)F)c2)NC1c1cccc(Cl)c1 (centres undefined)
 : 0.0, ·, 2, ·, -1, -0.5, -8, -5
Cc1ccccc1OCC(=O)N/N=C/c1ccc(N(C)C)cc1
 : -0.1, 5, 3, 4, -2, 6.9, -2, -11
COc1ccc(-c2nc(SCC(=O)NCc3ccco3)c(-c3ccccc3)[nH]2)cc1OC
 : ·, ·, -7, -1, 4, ·, -2, -11
CN(C)S(=O)(=O)c1ccc(C(=O)NC2CCCc3ccccc32)cc1 (centres undefined)
 : 0.0, -1, -4, 4, -1, 0.9, 2, -15
COCC#Cc1ccc([C@H]2[C@H]3CN(C(=O)CN4CCOCC4)CC(=O)N3[C@H]2CO)cc1
 : 0.0, ·, 3, ·, ·, -0.1, -1, 3
CCC(=O)N(C)C[C@@H]1Oc2cc(C#CCC(C)C)ccc2S(=O)(=O)N([C@H](C)CO)C[C@H]1C
 : -0.1, -2, 3, -12, 0, 0.0, -4, 2
c1ccc(Oc2ccc(-c3cc(NCCc4cccnc4)n4nccc4n3)cc2)cc1
 : 0.1, -1, -3, -13, -1, 2.6, 16, -20
C[C@H](/C=C/[C@@]1(O)[C@H](C)C[C@H](O)CC1(C)C)O[C@@H]1O[C@H](CO)[C@@H](O)[C@H](O)[C@H]1O
 : ·, -1, 0, 9, 0, ·, -3, 6
CCN(CC(=O)Nc1ccc(NC(C)=O)cc1)CC(=O)Nc1ccccc1C(=O)c1ccccc1
 : 0.0, -4, -1, -5, -3, ·, -3, -5
O=c1c2cc(-c3ccccc3)sc2nc2n1N=C(c1ccccc1)CS2
 : ?, ·, -6, ·, 2, 0.4, 20, -10
O=S(=O)(c1cccc2nonc12)N1CCCCCC1
 : 0.0, ·, -8, ·, 0, ·, -3, -25
OCCNc1nc2nonc2nc1NCCO
 : 0.5, -7, 2, ·, 1, 0.0, -6, -18
CCOC(=O)C1CCCN(C(=O)/C=C/c2ccccc2)CC1 (centres undefined)
 : -0.1, -8, -10, -1, 2, 0.0, 0, -109
O=C(NNC(=O)c1ccc2nc[nH]c2c1)c1ccccc1
 : 0.2, 7, ·, 1, 0, 9.8, -3, -10
Cc1ccc(C)c(-c2nnc(NC(=O)CCS(=O)(=O)c3ccc(F)cc3)o2)c1
 : 0.0, ·, -1, ·, 0, -0.1, -2, -2
O=C(NC[C@H]1[C@@H](c2ccccc2)[C@H](CO)N1Cc1cccnc1)c1ccccn1
 : 0.3, 3, -4, 6, -1, -0.1, -2, -13
CCc1nc(SCC(=O)NCCc2ccc(OC)c(OC)c2)c2c(=O)n(C)c(=O)n(C)c2n1
 : 0.4, -1, -4, 3, 2, ·, -4, -3
CC(C)(C)[C@H]1C=C(C(=O)N2CCN(Cc3ccc4c(c3)OCO4)CC2)O[C@@H](OCCCCO)C1
 : 0.2, 8, -4&-1, -2&1, -3&-11, 0.0, -46&4, -13&-6
Cc1cc(C)c2nc(-c3ccccn3)cc(C(=O)NCCc3ccc(S(N)(=O)=O)cc3)c2c1
 : -0.1, 3, 1, -15, 1, ·, 9, -19
CCC(CC)NC(=O)COC(=O)c1ccc2c(c1)C(=O)N(Cc1ccco1)C2=O
 : 0.2, -4, -1, -6, 1, ·, -5, -6
COc1ccc(S(=O)(=O)N(C)C[C@@H]2OCCCC[C@H](C)Oc3ccc(NC(=O)c4ccncc4)cc3C(=O)N([C@@H](C)CO)C[C@H]2C)cc1
 : 0.0, 0, -4, -3, -1, -0.1, -4, 4
Cn1cnnc1SC1CCCCC1NS(=O)(=O)c1ccc(Cl)cc1 (centres undefined)
 : ·, -3, 3, -7, -2, ·, -8, -2
CC1=C(C(=O)OCc2ccc([N+](=O)[O-])cc2)N2C(=O)C(NC(=O)Cc3ccccc3)C2SC1 (centres undefined)
 : 0.0, -9, 4, -7, 2, -0.1, 0, -3
CCCNC(=O)N(C)C[C@H]1Oc2cc(-c3ccccc3F)ccc2S(=O)(=O)N([C@@H](C)CO)C[C@H]1C
 : -0.9, 1, 6, 6, 0, 0.7, -3, 6
CCCN1[C@@H]2c3ccc(C4=CCCC4)c(=O)n3C[C@@H]2[C@@H](CO)[C@@H]1C(=O)NCC
 : 0.3, -2, -2, -4, 0, -1.0, -2, -46
O=C(Nc1ccccc1)/C(=C\c1ccc(F)cc1)NC(=O)c1ccco1
 : 0.3, -9, 0, 0, -2, -0.1, -3, -10
Cn1nc(C(=O)NCC(c2cccs2)N2CCOCC2)c2ccccc2c1=O (centres undefined)
 : 0.1, -5, -4, ·, 1, ·, -5, -10
COC1CCN(C(=O)c2cc(COc3ccc(-n4cncn4)cc3)on2)CC1
 : 0.1, -3, 3, -3, 0, ·, 3, -4
COc1ccc(NC(=S)NCCCN2CCOCC2)cc1
 : 0.0, ·, ·, ·, 0, ·, 0, -4
O=C(CCc1nnc2ccc(NCc3ccccc3)nn12)NC1CCCC1
 : 0.1, -1, 3, 8, 6, 2.7, -4, -7
COc1ccc(OC)c(NC(=O)C2=C(C)NC(=O)NC2c2cccs2)c1 (centres undefined)
 : 0.0, ·, -3, ·, 0, 1.7, 6, 3
COc1ccccc1NS(=O)(=O)c1cc(N)ccc1N1CCCC1
 : -0.2, -7, -6, -5, -2, ·, 29, -10
COc1ccc(NC(=O)N(C)C[C@H]2Oc3ccc(NC(=O)Nc4c(C)noc4C)cc3CC(=O)N([C@H](C)CO)C[C@H]2C)cc1
 : -0.9, -4, -6, 1, -4, 0.1, -3, 3

# (cont.)
# Second line of a record: XiGFP reactiv, esBAF inh, ERp5 inh, RAD54 branch, ERAP1 HTS inh, E-selectin induc, S100A4 MyoIIA, RAD52 inh
C[C@H]1CN([C@@H](C)CO)C(=O)c2ccccc2-c2ccccc2CO[C@H]1CN(C)S(=O)(=O)c1ccccc1
 : 0.4, -1, 0, 0, -2, -0.1, -3, 12
O=C(NCc1ccco1)c1nnc(Cc2ccc(F)cc2)o1
 : 0.0, 9, 5, -3, 1, -0.1, -9, 8
O=[N+]([O-])c1ccc(S(=O)(=O)Nc2cccc(-c3ccc(N4CCOCC4)nn3)c2)cc1
 : 0.0, 27, -11, 9, -1, 0.3, -2, 3
COc1cc(NS(=O)(=O)c2cn(C)cn2)cc(OC)c1
 : 0.0, -8, -6, -13, 0, ·, -5, -14
CCCNC(=O)OCC12CC3CC(CC(C3)C1)C2
 : 0.0, ·, -1, ·, 2, 0.2, 3, -12
